Kir21 inh = blocks the mouse Kir2.1 inward-rectifier potassium channel; P35561; HEK293-Kir2.1, FluxOR thallium flux fluorescence; active compounds read low; B-score at 10 µM; actives 0.85% (n = 310,000); AID 1672;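 active = fluorescence ratio B-score at or below minus 3 SD of library scores, with starting-brightness B-score within 2 SD, cut at about -4.2 in these data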;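 note: channel flux triggered by added potassium and thallium sulfate stimulus; B-score of peak minus minimum fluorescence over baseline after thallium stimulus; more negative B-score means stronger Kir2.1 block with less thallium influx; some compounds called inactive have numbers as strong as hits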
Target sequence (P35561 whole entry, looked up): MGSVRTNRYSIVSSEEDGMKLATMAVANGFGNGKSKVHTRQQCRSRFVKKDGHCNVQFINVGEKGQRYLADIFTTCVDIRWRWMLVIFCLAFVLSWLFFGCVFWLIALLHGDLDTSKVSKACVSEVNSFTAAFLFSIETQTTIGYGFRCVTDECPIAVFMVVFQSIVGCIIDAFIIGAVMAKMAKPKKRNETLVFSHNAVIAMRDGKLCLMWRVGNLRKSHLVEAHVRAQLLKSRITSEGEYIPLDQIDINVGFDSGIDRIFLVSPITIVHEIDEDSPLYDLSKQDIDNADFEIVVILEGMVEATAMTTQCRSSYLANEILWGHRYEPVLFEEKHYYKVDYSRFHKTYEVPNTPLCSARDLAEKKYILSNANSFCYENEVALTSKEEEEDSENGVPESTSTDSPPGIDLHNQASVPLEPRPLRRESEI
STK33 kinase inh = human STK33 kinase inhibition | inhibition, % at 10 µM | AID 2661 | Q9BYT3 | actives 0.073% (n = 320,000) | purified STK33, MBP phosphorylation, ADP-Glo luminescence;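 active = inhibition at or above 25%, using the most active replicate where run in duplicate; inactive = inhibition below 25%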
Target sequence (Q9BYT3 whole entry, looked up): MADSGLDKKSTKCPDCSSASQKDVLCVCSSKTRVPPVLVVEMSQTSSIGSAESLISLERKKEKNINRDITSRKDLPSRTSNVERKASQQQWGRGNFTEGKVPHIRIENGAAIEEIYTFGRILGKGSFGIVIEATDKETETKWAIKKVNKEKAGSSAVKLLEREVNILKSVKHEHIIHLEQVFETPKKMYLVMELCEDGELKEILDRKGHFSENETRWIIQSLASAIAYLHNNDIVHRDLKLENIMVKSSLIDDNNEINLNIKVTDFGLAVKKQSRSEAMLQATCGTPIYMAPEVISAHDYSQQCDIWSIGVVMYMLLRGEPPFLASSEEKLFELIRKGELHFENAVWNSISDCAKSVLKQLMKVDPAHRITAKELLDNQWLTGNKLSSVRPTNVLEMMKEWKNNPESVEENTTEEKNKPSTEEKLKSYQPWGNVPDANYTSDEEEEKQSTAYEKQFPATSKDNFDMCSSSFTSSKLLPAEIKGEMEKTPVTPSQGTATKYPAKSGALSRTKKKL
Numbers without * were called inactive; nt = not tested or not shown.

Sequence of screens – Kir21 inh | STK33 kinase inh
CCOC(=O)N1CCN(CCC(=O)c2ccc(Cl)cc2)CC1
 : 0.19 | -3.3
C#CCOCCOCCOCCNc1nc(N2CCN(C(=O)C([C@@H](C)CC)n3cc(C(N)Cc4ccc(O)cc4)nn3)CC2)nc(N2CCN(C(=O)[C@H](CCC(=O)O)n3cc(C(N)[C@H](C)CC)nn3)CC2)n1 (stereo partly drawn)
 : -1.2 | 0.0
CC(C)Cn1c(NCCO)nc2ccccc21
 : 0.52 | -1.0
O=C(CSc1nc2ncc(Cl)cc2[nH]1)c1ccc2c(c1)OCO2
 : -0.5 | -1.0
CCc1ccc(NC(=O)Cn2nc(C(F)(F)F)c3c2CCC3)cc1
 : 0.22 | -0.7
CC1CCCC(C)N1C(=O)COC(=O)c1ccc(F)c(S(=O)(=O)N2CCOCC2)c1 (stereo not drawn)
 : -0.29 | -0.8
CNC(=O)c1ccc(Nc2nnc(C)c3ccccc23)cc1
 : -0.74 | -1.1
O=S(=O)(NCC(c1ccco1)N1CCc2ccccc21)c1ccccc1 (stereo not drawn)
 : -3.97 | -0.3
O=c1oc2cc(Br)ccc2n1Cc1ccccc1
 : 0.23 | 0.5
CCCCSc1nnc(CNC(=O)C23CC4CC(CC(C4)C2)C3)n1Cc1ccccc1
 : -0.01 | -2.6
O=C(CSc1nnc(CNC(=O)c2ccccc2)o1)Nc1ccc2c(c1)OCO2
 : -0.01 | -2.1
O=C(Nc1ccc(C(=O)N2CCN(c3ccc(Cl)cc3)CC2)cc1)C1=CSCCO1
 : -0.31 | -0.8
CC1(C)CC(=O)C([N+](=O)[O-])=C(NCCCC(=O)O)C1
 : -1.06 | -0.9
O=C(NCc1ccccc1)c1cc(-c2ccco2)on1
 : -1.6 | -0.8
CC(C)Cc1nc2oc3c(NCCCN4CCOCC4)ncnc3c2c2c1CCC2
 : -2.05 | -0.3
NC(=S)N/N=C/c1ccc(-n2nncc2-c2ccc(Cl)cc2)cc1
 : -0.89 | -3.7
CCOc1ccc(C(=O)Nc2nccs2)cc1[N+](=O)[O-]
 : -1.17 | 0.1
COc1ccccc1CNC(=O)C1CCN(S(=O)(=O)c2ccc3c(c2)OCCO3)CC1
 : 0.18 | -0.1
COc1cc(C2N(c3ccc(Cl)cc3)C(=O)C3CCCN32)cc(OC)c1OC (stereo not drawn)
 : -0.57 | -1.7
O=[N+]([O-])c1ccc2nc(-c3ccccc3)[nH]c2c1
 : -1.71 | 3.3
Nc1nc(CSc2nc3ccccc3s2)nc(Nc2ccccc2)n1
 : 1.41 | -2.6
O=C(COC(=O)c1ccc[n+]([O-])c1)Nc1cc([N+](=O)[O-])ccc1Cl
 : nt | -1.2
CC(C)C(O)(C#CCN1CCCCCC1)c1ccccc1 (stereo not drawn)
 : -1.8 | -1.0
CSCC[C@H](NC(=O)Nc1ccc(C)cc1)C(=O)O
 : 1.51 | 0.3
O=C(COC(=O)c1ccc(O)cc1)Nc1nccs1
 : 0.24 | -2.9
O=C(c1ccc(F)cc1)C1CCN(C(=S)Nc2ccc(F)cc2)CC1
 : -0.2 | 0.4
CCC(C)(C(=O)NC1CCCC1)N(C(=O)CNC(C)=O)c1ccccc1 (stereo not drawn)
 : -1.28 | -1.3
CC(C)N(Cc1cnn(C)c1)Cc1nc(COc2ccccc2)no1
 : -1.47 | -0.9
COc1cc(NC(=O)CCc2nnc3ccc(N4CCC(C)CC4)nn23)cc(OC)c1
 : -1.05 | 0.1
CCN(C(=O)COc1ccccc1)c1nnc(-c2cccnc2)s1
 : 0.06 | -0.6

Single entries from above:
O=c1oc2cc(Br)ccc2n1Cc1ccccc1 in STK33 kinase inh shows 0.5
O=C(CSc1nnc(CNC(=O)c2ccccc2)o1)Nc1ccc2c(c1)OCO2 in STK33 kinase inh shows -2.1

The listing continues.
Sequence of screens – Kir21 inh | STK33 kinase inh
O=C(Nc1ccccc1C(=O)O)c1ccc(Cl)c(S(=O)(=O)N2CCOCC2)c1
 : -0.07 | -0.8
COc1cccc(-n2nnc3c(=O)n(Cc4ccc(Br)cc4)cnc32)c1
 : -0.73 | 0.1
COc1ccc(S(=O)(=O)Nc2c(C)c(C)cc3c2ncn3C)cc1
 : 0.68 | 1.2
CCOc1ccc(NC(=O)CN(C)C(=O)c2c(-c3ccccc3Cl)noc2C)cc1OCC
 : 0.44 | 0.4
COc1ccccc1N1CCN(C(=O)c2ccc3nc[nH]c3c2)CC1
 : -1.33 | 0.1
COc1ccc(C2Nc3ccccc3NC3=C2C(=O)CC(C)(C)C3)cc1OC (stereo not drawn)
 : 0.84 | 0.1
CC1=C(C(=O)OCc2ccccc2)C(c2ccc([N+](=O)[O-])cc2)NC(=O)N1C (stereo not drawn)
 : 0.56 | -1.2
S=C(NCc1ccccc1)NCc1cccc(Cl)c1
 : -3.1 | -1.1
CCOc1cc(C)c(S(=O)(=O)N2CCCCC2)cc1C
 : 0.01 | -2.2
COc1ccccc1N1CCN(C(=O)C2CCN(C(=O)c3ccc(C(C)(C)C)cc3)CC2)CC1
 : -1.01 | -2.5
CCC(=O)N(Cc1cc(=O)[nH]c2ccccc12)c1ccccc1
 : -1.06 | -0.9
O=C(NCc1ccon1)C1CCC(=O)N(CCc2ccc(Cl)cc2)C1 (stereo not drawn)
 : -0.17 | 0.2
COc1cc2c(cc1OC)CN(C(=O)CCNS(=O)(=O)c1ccc(Br)cc1)CC2
 : -0.09 | 7.4
Cc1nnc(SC(C)C(=O)Nc2ccc3ccccc3c2)n1C (stereo not drawn)
 : nt | -0.5
CC(C)(C)c1ccc(C(=O)N2CCNCC2)cc1
 : 0.9 | -2.0
COCCNC(=O)C12CC3CC(C1)CC(c1ccccc1)(C3)C2
 : -0.04 | -0.2
O=C(Oc1ccccc1)N1CCN(c2ccc(F)cc2)CC1
 : -1.42 | -1.1
O=C(Cc1ccsc1)NNC(=O)c1ccc(F)cc1
 : 0.58 | 0.7
CC(C)Cc1nnc(NC(=O)CC(C)c2ccccc2)s1 (stereo not drawn)
 : 0.2 | -1.7
O=C(Cn1cnc2c(oc3ccccc32)c1=O)N1CCCc2ccccc21
 : 1.32 | -0.9
CC[C@@]12C(=O)N(c3cccc(C)c3)C(=O)N1[C@H](c1ccc(OC)cc1)[C@@H]1C(=O)N(C(C)(C)C)C(=O)[C@@H]12
 : -1.38 | -0.5
COc1ccc(/C=C(\C#N)C(=O)Nc2cccc3ncccc23)cc1OC
 : -0.5 | 6.2
O=S(=O)(c1ccc(F)cc1)N1CCC(c2nc3ccccc3[nH]2)CC1
 : 1.59 | -0.2
Nc1nonc1-n1nnc(C(=O)N/N=C/c2cccnc2)c1CSC1=NCCS1
 : 0.09 | -1.0
COc1ccc(-c2cc(=O)oc3cc(OCc4nn[nH]n4)ccc23)cc1
 : 0 | -0.7
CC(=O)N1CCN(CC(=O)Nc2c(Cl)ccc(C)c2Cl)CC1
 : 1.33 | -0.6
COc1ccc(NC(=O)/C(N=Nc2ccc(Cl)c(S(=O)(=O)Nc3ccc(Cl)cc3)c2)=C(\C)O)cc1
 : nt | -3.7
COCCNC(=O)Cn1nc(-c2ccccc2OC)ccc1=O
 : -0.35 | -0.1
O=C1NN(c2cccc(Br)c2)C(=O)/C1=C\c1ccc(N2CCOCC2)cc1
 : -0.39 | -0.3
CCCC(=O)NC(c1ccccc1)c1c(O)ccc2ccccc12 (stereo not drawn)
 : 2.32 | -1.0

An excerpt from above in order of the STK33 kinase inh value, ascending.
molecule	Kir21 inh	STK33 kinase inh
COc1ccccc1N1CCN(C(=O)C2CCN(C(=O)c3ccc(C(C)(C)C)cc3)CC2)CC1	-1.01	-2.5
O=C(Nc1ccccc1C(=O)O)c1ccc(Cl)c(S(=O)(=O)N2CCOCC2)c1	-0.07	-0.8
Cc1nnc(SC(C)C(=O)Nc2ccc3ccccc3c2)n1C (stereo not drawn)	nt	-0.5
O=S(=O)(c1ccc(F)cc1)N1CCC(c2nc3ccccc3[nH]2)CC1	1.59	-0.2
O=C(NCc1ccon1)C1CCC(=O)N(CCc2ccc(Cl)cc2)C1 (stereo not drawn)	-0.17	0.2

Next records follow.
SMILES | Kir21 inh | STK33 kinase inh
O=C(NCCc1nnc2ccc(NCc3cccnc3)nn12)c1ccccc1F | 0.69 | -1.2
N#CCC(=O)Nc1ccc(C(=O)OCC(=O)c2ccc3c(c2)NC(=O)CO3)cc1 | nt | -0.2
COc1ccc(CCNS(=O)(=O)c2ccc3c(c2)CCCC3)cc1OC | nt | -1.7
COc1ccc(CNC(=O)CNS(=O)(=O)c2cccc(C#N)c2)cc1OC | 0.08 | 0.0
O=C(C1CCN(S(=O)(=O)N2CCC3(CC2)OCCO3)CC1)N1CCCCC1 | 0.33 | -1.0
O=C(COC(=O)c1ccc(Cl)nc1)NCc1ccc(F)cc1 | nt | -0.5
Nc1cc(=O)nc(SCC(=O)NCc2ccccc2)n1CCc1ccccc1 | 1.74 | -1.6
COc1ccc(Oc2ccc(/C=N/NC(=O)c3cccnc3)cc2[N+](=O)[O-])cc1 | 0.51 | -1.2
Cn1c(CNC(=O)c2ccccc2F)nnc1SCCOc1ccccc1 | -0.56 | -0.9
Cc1ccc(S(=O)(=O)Nc2ccc(Cl)cc2C(=O)c2ccccc2)cc1 | -1.74 | -2.4
CC1(C)CC(=O)c2cc(OCC(=O)NCCCN3CCN(c4ccccc4F)CC3)ccc2O1 | -0.48 | -1.7
O=C(COC(=O)COc1ccc(Cl)cc1)NCc1ccc2c(c1)OCO2 | nt | -0.8
COc1ccc(NC(=O)c2ccc(Cl)cc2)c[n+]1[O-] | 0.09 | 0.4
CCCC(=O)N1c2ccccc2C(=C2SC(C(=O)OC)=C(C(=O)OC)S2)C(=S)C1(C)C | -0.38 | -0.9
CCOC(=O)C1CCCN(C(=O)CCn2nnnc2CN2CCOCC2)C1 (stereo not drawn) | 0.68 | 12.3
OCCNC(=S)c1ccccc1 | 0.26 | 0.1
COc1ccc(S(=O)(=O)N2CCOC2CNC(=O)C(=O)NCCN(C)C)cc1 (stereo not drawn) | 1.38 | 1.4
COC(=O)c1ccc(N2C(=O)CC(N(C)CCc3ccc(OC)c(OC)c3)C2=O)cc1 (stereo not drawn) | -0.33 | 0.3
O=C(Nc1cccc2c1CCCC2)c1ccco1 | 0.01 | 0.5
CCC(C)NC(=O)CN1C(=O)C(CC)Sc2ccccc21 (stereo not drawn) | 2.27 | -1.7
CCCN(CCC)CC(C)(C)NS(=O)(=O)c1ccc(Cl)cc1 | -2.26 | 0.0
COc1cnc(-c2ccccn2)nc1N(C)C | 1.75 | -3.6
Cc1ccccc1C(=O)c1cccn1CC(=O)NC(C)c1ccc2c(c1)OCCO2 (stereo not drawn) | -1.61 | -0.6
CCOc1ccc(CCNC(=O)c2ccc(CS(=O)Cc3ccc(Cl)cc3)o2)cc1OCC (stereo not drawn) | 0 | 0.3
CCCC/S(CC1CC1(Cl)Cl)=N\S(=O)(=O)c1ccc(C)cc1 (stereo not drawn) | -0.57 | -0.7

SMILES | Kir21 inh | STK33 kinase inh
O=C(COc1ccc(S(=O)(=O)NC2CCCCC2)cc1)NC1CCCCC1 | -0.82 | 1.4
O=[N+]([O-])c1ccccc1NCCOc1ccccc1 | 0.05 | -0.8
Cc1ccc(-c2cc(N)nc(-c3ccccc3)c2)cc1 | 2.58 | -1.2
O=C(/C=C/c1cccs1)N1CCN(c2ccccc2F)CC1 | 0.06 | -2.0
FC(F)(F)c1cc(Oc2ccccc2Cl)nc(-c2ccccn2)n1 | 0.69 | -0.2
Cc1ccc(-c2nc(=S)c3c(n2CCN2CCOCC2)CC(C)(C)OC3)cc1 | 1.22 | -1.3
CC(=O)C1=C(C)NC(SCC(=O)c2ccc(Cl)cc2)=C(C#N)C1CC(C)C (stereo not drawn) | 0.02 | -1.9
CCC(=O)N1CCN(c2ccc(NC(=S)NC(=O)c3ccc(OC)c([N+](=O)[O-])c3)cc2)CC1 | 1.38 | 0.5
COC(=O)c1cc(COc2ccc3c(c2)oc(=O)c2ccccc23)c(C)o1 | -0.73 | -0.9
Cn1c(=O)c2[nH]c(SCc3ccccn3)nc2n(C)c1=S | 0.1 | 0.1
CC1=NN(c2ccc(C)c(C)c2)C(=O)C1C(c1cccc(O)c1)C1C(=O)N(c2ccc(C)c(C)c2)N=C1C (stereo not drawn) | 1.83 | -0.5
N#Cc1ccc(Oc2nc(C(N)=O)cc(-c3ccccc3)n2)cc1 | -2.33 | 0.1
c1ccc2c(CCNc3ncnc4nc[nH]c34)c[nH]c2c1 | 2.17 | 12.4
Oc1[nH]c2ccccc2c1C1=NCCCCC1 | 1.88 | 0.1
CCC(=O)Nc1cc(-c2cc3ccccc3oc2=O)ccc1OC | 0.42 | -0.6
CCN(c1ccccc1)c1cc2ccccc2c(=O)[nH]1 | -0.39 | 0.8
CCCc1nnc(SCC(=O)Nc2ccc(C(=O)OCC)cc2)o1 | 0.09 | 0.1
COC(=O)CN1C(=O)[C@H]2[C@@H](c3ccc(C)o3)N3C(=O)CN(Cc4ccccc4)C(=O)[C@@]3(C)[C@H]2C1=O | 0.1 | -0.3
Cc1nc(SCc2ccccc2)n[nH]1 | 0.33 | -1.1
O=C(CSc1nnc(-c2ccc(O)cc2)o1)Nc1cccc(O)c1 | 0.48 | 6.0
CC(C)NC(=O)NC(=O)CSc1nnc(COc2ccccc2Cl)o1 | nt | 0.5
c1ccc2c(c1)OCC(c1nn3c(Cn4nnc5ccccc54)nnc3s1)O2 (stereo not drawn) | -0.02 | 0.7
CCCSc1nnc(NC(=O)Nc2ccc(F)cc2)s1 | -1.41 | -2.1
Cc1ccc(NC(=O)NCCCN2CCCC2=O)cc1 | 1.42 | 0.2
CCCC(Oc1ccc(Br)cc1)c1nc2c3cc(OC)c(OC)cc3nc(=S)n2[nH]1 (stereo not drawn) | 0.67 | -1.5

Bioassay records: PubChem BioAssay, several laboratories
